Measles CPE: protection of cells from measles virus | protection (pct of control), % at 4 µM | 1.5% of 140,000 active | Measles virus-infected cells, CPE protection, absorbance | AID 841; in the data active = protection mostly above about 24%, no sharp cut-off; inactive = mostly below about 26%; note: some compounds called inactive have numbers as strong as hits
Phagocyt inh: blocks phagocytosis by macrophages. 0.07% of 110,000 active. J774A.1 macrophage IgG-bead phagocytosis, imaging. AID 1029. inhibition, % at 5 µM;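 active = inhibition above the mean of the plate negative controls plus 5 SD, cut at about 13% in these data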;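 note: phagocytic index as fraction of beads internalized from green versus red external bead signal; plate controls were DMSO negative control for no effect and cytochalasin-D positive control for full effect; some results beyond the cut were filed as inactive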
NPY Y2 blocker: NPY-Y2 (human) receptor antagonism. P49146. NPY-Y2 expressing cells, antagonist mode. inhibition, % at 2.7 µM. 0.99% of 140,000 active. AID 793; in the data active = inhibition above about 17%;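 note: 0% = vehicle with agonist challenge and 100% = reference antagonist with challenge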
Target sequence (P49146 whole entry, looked up): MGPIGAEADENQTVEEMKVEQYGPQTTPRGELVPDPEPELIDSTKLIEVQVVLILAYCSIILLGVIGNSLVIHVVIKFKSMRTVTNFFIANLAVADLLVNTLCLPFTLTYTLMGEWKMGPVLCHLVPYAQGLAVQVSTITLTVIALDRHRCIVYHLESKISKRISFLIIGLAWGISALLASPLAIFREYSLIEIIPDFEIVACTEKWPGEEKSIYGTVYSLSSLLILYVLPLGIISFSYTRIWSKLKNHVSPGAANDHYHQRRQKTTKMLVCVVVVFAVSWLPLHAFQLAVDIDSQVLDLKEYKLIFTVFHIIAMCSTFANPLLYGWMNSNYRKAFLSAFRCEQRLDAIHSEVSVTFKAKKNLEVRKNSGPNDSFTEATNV
Yeast growth inh: chemicals that inhibit yeast BB579 growth in restrictive medium (lifespan-shortening candidates); S. cerevisiae BB579 growth, OD615, 48 h; inhibition, % at 10 µM; 0.51% of 140,000 active; AID 804;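 active = inhibition above a set limit, 3 SD over the mean compound inhibition, cut at about 44% in these data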; note: inactives centre near -24
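Assay system – yeast BB579 (DeaD) · Dosing – single compound dose of 10 µM, 0.25% DMSO final · Detection – OD615 turbidity measurement · Buffer or medium – CSMM-D restrictive synthetic medium containing dextrose (glucose) · Benchmarks – positive control amphotericin B 10 µg/mL · Incubation – 48 h exposure, 30 °C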
HCT116 PTEN-null: suppresses growth of cells with PTEN deletion | HCT116 PTEN-null viability, CellTiter-Glo, 60 h; stronger effect = lower value | viability, % at 10 µM | 1.2% of 140,000 active;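 active = viability at or below a set limit, 4 SD under the median of all tested compounds, cut at about 3.7% in these data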;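 note: PTEN knockout HCT116 line with beta catenin targeted HCT116 as companion control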
bCat KO growth: beta-catenin-lacking colon tumor cell growth suppression. HCT116 beta-catenin knockout viability, CellTiter-Glo, 60 h; stronger effect = lower value. viability, % at 10 µM. 1.5% of 140,000 active;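 active = viability at or under a set limit, the compound median less 4 SD, cut at about 6% in these data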;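 note: 0% = Hyamine 1622 control at 20 µM and 100% = untreated cell control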
MRP1 act: activates MRP-1. H69AR cells + doxorubicin, viability rescue, CellTiter-Glo. viability increase, % at 10 µM. 0.61% of 140,000 active. AID 799;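 active = viability gain under doxorubicin at or above a set limit, the compound median plus 3 SD, cut at about 4.7% in these data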;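 note: MRP-1 overexpressing cells given doxorubicin 25 µM after compound pretreatment; 18-22 h compound pretreatment then 72 h with doxorubicin before readout; 0% = doxorubicin-only wells and 100% = vehicle-treated cells without doxorubicin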
GALR2 blocker: antagonists of human galanin receptor 2 (GALR2); inhibition, % at 4 µM; 0.39% of 140,000 active; GALR2-expressing cells, antagonist mode; AID 828; O43603; in the data active = inhibition above about 27%;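 note: cells stimulated with galanin 1-16 at roughly its EC80; 0% = agonist challenge control and 100% = basal control without agonist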
Target sequence (O43603 whole entry, looked up): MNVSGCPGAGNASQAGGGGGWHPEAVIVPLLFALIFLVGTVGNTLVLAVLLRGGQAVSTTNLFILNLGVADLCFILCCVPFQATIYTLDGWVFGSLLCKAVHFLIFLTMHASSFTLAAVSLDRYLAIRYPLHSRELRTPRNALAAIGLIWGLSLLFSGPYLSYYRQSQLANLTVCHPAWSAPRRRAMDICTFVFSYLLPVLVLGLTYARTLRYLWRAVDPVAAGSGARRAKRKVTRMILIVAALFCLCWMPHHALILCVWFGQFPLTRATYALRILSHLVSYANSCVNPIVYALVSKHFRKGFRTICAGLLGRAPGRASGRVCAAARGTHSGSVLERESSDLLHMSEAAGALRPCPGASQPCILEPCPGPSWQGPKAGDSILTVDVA
E-sel TNF inh: blocks E-selectin expression induced by TNF alpha. HUVEC TNFa-induced E-selectin immunofluorescence, high content. inhibition, % at 2 µM. 0.71% of 120,000 active;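 active = inhibition above the batch mean plus 3 SD, and confirmed as a hit on visual image review, cut at about 43% in these data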;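 note: 0% = TNF-stimulated DMSO wells and 100% = unstimulated control wells; not every result past the cut was called active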
Yeast lifespan up: extends the lifespan of yeast. 0.68% of 130,000 active. inhibition of the nicotinamide effect, % at 10 µM. S. cerevisiae growth with nicotinamide, OD615; deaD strain in restrictive glucose medium;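 active = inhibition above a set limit, placed 3 SD over the median of all compounds, cut at about 26% in these data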;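 note: 0% = nicotinamide-treated wells and 100% = cells grown without nicotinamide; some compounds called inactive have numbers as strong as hits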
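Material: Modified budding yeast, DeaD strain | Medium: Restrictive glucose medium | Probe or stimulus: 1.5 mM nicotinamide | Dosing: Single dose 10 µM compound, 0.25% DMSO | Times: 48 h at 30 °C | Technique: OD615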
* hit, by the source's call; . = no result given. Rows are unselected. About 6.2% of those tested had a hit in this group.

SMILES	Measles CPE	Phagocyt inh	NPY Y2 blocker	Yeast growth inh	HCT116 PTEN-null	bCat KO growth	MRP1 act	GALR2 blocker	E-sel TNF inh	Yeast lifespan up
Cc1cccc(-n2ncc(C#N)c2N)c1	1.0	-0.6	2.4	-13.0	84.2	96.5	-1.1	-1.1	7.5	-28.0
C=CCn1c(SCCN2CCOCC2)nc2c1c(=O)[nH]c(=O)n2C	4.2	-0.1	-0.2	-40.0	95.0	100.2	-2.6	-5.2	-10.8	-8.8
CS(=O)(=O)Nc1ccc(C(=O)NC2CC3CCC2C3)cc1 (stereo not given)	22.7	-2.1	-1.1	-1.7	92.9	99.6	-1.1	-0.6	11.2	-3.9
CCCC/S(C)=N/S(=O)(=O)c1ccc(C)cc1 (stereo not given)	2.2	-3.8	2.0	-49.8	105.7	96.4	-1.1	5.2	-7.0	1.3
O=S(=O)(NC1CC1)c1ccc(S(=O)(=O)N2CCCc3ccccc32)cc1	15.7	-0.2	0.9	-38.9	76.9	69.5	-1.2	1.5	9.5	-11.6
CC(=N/O)/C(=N\O)c1ccc(C)o1	15.4	-2.1	1.2	-9.2	95.0	93.2	-0.4	-8.8	.	-10.7
COc1ccc(Nc2nc(N)nc(CSC(=S)N3CCN(c4ccccc4)CC3)n2)cc1	20.1	-5.7	-3.2	-17.1	67.7	60.1	-2.9	-17.3	.	-5.6
O=C(Nc1cccc(S(=O)(=O)NCc2ccco2)c1)c1cc(-c2ccc(F)cc2)nc2ccccc12	10.1	-5.1	7.5	-9.5	20.5	27.9	-2.6	7.8	-17.3	2.5
Cc1cccc(Nc2nnc(SCC(=O)NC3CCCc4ccccc43)s2)c1C (stereo not given)	4.2	-3.0	8.4	-31.7	78.3	84.4	-0.7	-8.2	3.7	-5.0
CC(=O)NC1C(=O)N(CC(C)C)c2ccccc21 (stereo not given)	15.0	0.0	-0.5	-42.7	108.4	91.7	-0.1	1.4	-5.2	2.8
Cc1cc(C(=O)OCCO)c(C#N)c(N)n1	7.1	4.2	-0.6	-32.8	90.6	91.9	-2.3	12.2	26.6	-9.1
COc1cccc(NC(=O)c2ccc(S(=O)(=O)N3CCCCC3)cc2)c1	15.2	-0.6	4.6	-19.2	85.0	90.3	0.2	6.8	2.4	-14.4
CN(/N=C/c1ccncc1)C1=NS(=O)(=O)c2ccccc21	3.5	.	21.2*	-18.7	87.2	78.2	-1.6	-10.7	-35.2	-24.3
Cc1nc(C)c2c(=O)cc(-c3ccccc3)[nH]c2n1	-1.0	1.3	3.5	-26.2	30.0	26.7	-3.5	20.3	-1.5	-10.2
CCN(CC)CCOC(=O)c1ccc(NC(=O)C(C)NC(=O)C23CC4CC(CC(C4)C2)C3)cc1 (stereo not given)	20.6	2.0	0.9	-1.7	106.2	96.7	2.6	6.4	.	3.5
Cc1cc(C)nc(SCC(=O)N/N=C/c2cccs2)n1	10.7	-0.8	0.7	8.9	94.5	97.4	1.9	-2.8	.	6.8
COc1cccc(-c2csc(NC(=O)Oc3ccccc3)n2)c1	4.8	1.3	0.1	-35.4	95.2	103.5	7.5*	-7.5	-79.5	-21.6
COc1ccc(S(=O)(=O)NC(C)C)cc1C(=O)NC1CCCCC1	6.8	-3.9	6.0	11.6	100.1	92.0	-1.4	4.0	.	5.0
COc1ccc(NC2CC(=O)N(C)C2=O)cc1 (stereo not given)	13.0	-2.6	4.2	7.5	80.4	60.6	-4.3	1.4	.	2.7
O=C(CSc1nnc(CNC(=O)c2c(F)cccc2Cl)o1)Nc1ccc2c(c1)OCCO2	18.6	.	-1.0	-47.3	99.2	94.6	-2.1	-1.1	8.4	-6.6
CCOC(=O)c1cc2c(nc1N)CC(C)(C)OC2	4.9	.	-0.3	7.8	96.5	93.7	-2.6	-0.9	6.1	.
CCCn1c(C2CC(=O)N(c3ccc(C)cc3)C2)nc2ccccc21 (stereo not given)	8.0	.	-1.0	-22.4	84.9	84.0	-0.4	-0.8	5.6	-15.9
CCCC(C)C(=O)Nc1ccccc1C(=O)OCC (stereo not given)	0.2	-0.3	3.1	-53.9	98.5	95.3	0.1	-10.0	1.9	-6.4
CC(CCc1ccccc1)NC(=O)/C=C/c1ccccc1 (stereo not given)	4.6	.	12.7	-35.8	91.5	93.2	-1.8	7.9	-57.2	-27.6
Fc1ccc(OCCOCCNCC2CCCO2)cc1 (stereo not given)	5.5	.	0.9	-38.7	108.8	93.9	-3.6	-10.0	-36.3	-6.7
(list continues)
SMILES	Measles CPE	Phagocyt inh	NPY Y2 blocker	Yeast growth inh	HCT116 PTEN-null	bCat KO growth	MRP1 act	GALR2 blocker	E-sel TNF inh	Yeast lifespan up
CCOc1c2ccc(C(=O)NCc3ccc(C)cc3)cc2nn1CCOC	8.9	.	8.0	-16.5	90.0	102.6	1.0	4.7	-33.3	-11.9
CCOc1ccc(CNC(=O)CCn2c(=O)oc3ccccc32)cc1	8.4	-0.7	-2.2	-50.5	103.5	89.9	-1.0	4.6	1.8	-3.7
COC(=O)c1ccc(C)c(NS(=O)(=O)c2ccc(C)c([N+](=O)[O-])c2)c1	14.1	0.0	7.9	-43.0	80.5	101.5	-1.6	2.7	-37.7	-2.1
Cn1c(SCc2cccc(Cl)c2)nc(C(F)(F)F)cc1=O	1.4	-5.1	8.6	-16.5	84.9	77.5	-1.7	-4.8	-29.6	-1.8
COc1ccc(-c2cc3nc4c(c(=O)n3[nH]2)CCC4)cc1	4.8	0.0	-1.4	-25.8	75.3	77.3	-1.1	-10.1	2.1	-9.1
CCOC(=O)c1c(C)nc(-c2ccccc2)nc1NC(=O)CC	4.8	-0.8	4.8	-2.6	76.2	80.5	-0.4	-2.0	.	-5.0
C(/C=C/C=C/Nc1ccccc1)=Nc1ccccc1	17.3	.	2.0	-33.5	98.8	99.5	-2.9	-5.6	16.8	2.5
Nc1nc(NCc2ccco2)nc(N2CCCCC2)c1[N+](=O)[O-]	22.8	-3.5	1.4	-33.4	78.6	82.8	-1.9	5.0	.	8.4
Cc1cccc(NC(=O)c2ccc([N+](=O)[O-])o2)n1	0.7	-1.1	-0.2	39.7	2.5*	3.3*	-5.5	7.6	-23.9	-1.9
CC1(C)CC(=O)C2=C(C1)OC(N)=C(C#N)C2c1ccccc1 (stereo not given)	1.2	-0.7	3.6	11.6	81.8	95.5	-0.9	-0.8	.	-7.6
c1ccc(OCCCn2nnc(-c3ccncc3)n2)cc1	7.4	.	2.2	-0.7	90.3	96.9	-0.3	-9.2	-18.4	-7.0
Cc1nn2c(-c3ccc(Cl)cc3)ccnc2c1-c1ccccc1	4.4	4.3	4.1	-31.0	107.6	93.3	0.5	-6.2	9.8	-3.8
CCOc1cc(/C=N/O)ccc1OCc1ccc(F)cc1	3.8	-1.6	5.5	-31.1	93.3	96.4	-3.0	4.5	-29.8	-6.1
N#Cc1nc(-c2cccs2)oc1NCCCN1CCOCC1	4.6	-1.1	1.6	-30.7	90.1	105.8	-3.9	-1.5	-2.2	-24.0
O=C(CSc1nc2cc(C(F)(F)F)ccc2n1Cc1ccccc1)NC1CCS(=O)(=O)C1 (stereo not given)	2.8	-0.6	1.6	-13.6	75.4	83.3	-3.7	-0.4	19.1	-3.0
CCCc1nc(N2CCOCC2)c2sc(=S)n(-c3ccccc3)c2n1	5.3	-0.2	2.0	-74.0	89.5	81.0	-0.7	-10.2	.	-3.5
CCc1cc2c(=O)c(-c3ccon3)c(N)oc2cc1OC	10.4	-0.7	7.6	-6.6	89.7	81.7	-1.0	16.6	-20.3	-6.4
Cn1c(CSc2ncn[nH]2)nc2ccccc21	4.2	-1.0	3.4	-36.0	84.3	86.2	3.7	3.2	.	-3.3
Cc1cc2c3c(c1C)C1(C(=O)N3C(C)(C)CC2C)C(C#N)=C(N)Oc2n[nH]c(C)c21 (stereo not given)	15.4	-1.1	1.6	-38.2	73.7	87.5	-3.0	4.7	-24.3	-9.0
O=c1c(-c2ccc(Cl)cc2)[n+]([O-])c2ccccc2n1OCc1ccccn1	1.2	.	1.8	-40.7	95.6	85.8	0.4	-6.4	-16.5	45.3*
Cc1cc(NC(=O)COC(=O)c2n[nH]c3ccccc23)no1	2.6	.	3.5	-56.5	101.4	104.5	-0.9	0.9	-18.4	-5.2
COc1ccc(N(CC(=O)NCc2ccccc2)S(=O)(=O)c2c(C)noc2C)cc1	4.1	0.4	2.5	-22.7	97.5	91.8	0.4	-6.9	50.6	-1.2
N#Cc1c(-c2ccc(Cl)cc2)c(C#N)c(=O)n(N)c1N	4.9	7.9	0.0	-2.1	92.8	81.9	-2.5	-24.9	.	-2.4
CC(C)(C)c1cc(S(=O)(=O)CCc2ccccn2)cc(C(C)(C)C)c1F	6.9	153.3*	6.5	-40.8	.	75.2	2.8	-10.9	21.7	20.6
Cc1nc(SCC(=O)Nc2c(C)n(C)n(-c3ccccc3)c2=O)[nH]c(=O)c1Cc1ccccc1	7.1	-1.8	5.2	-56.2	108.1	98.5	-0.3	-1.7	1.4	-9.2
(list continues)
SMILES	Measles CPE	Phagocyt inh	NPY Y2 blocker	Yeast growth inh	HCT116 PTEN-null	bCat KO growth	MRP1 act	GALR2 blocker	E-sel TNF inh	Yeast lifespan up
COc1cnn(-c2ccccc2)c(=O)c1SCc1ccc(Cl)c(Cl)c1	21.2	-1.6	-1.6	-14.4	78.6	87.3	0.4	-5.9	2.5	3.4
O=C(CCC1CCCCC1)NCc1ccncc1	12.6	1.7	0.4	-20.5	107.8	91.9	0.7	-2.2	-4.8	3.1
CC(=O)Nc1cccc(OCc2ccc(S(=O)(=O)Cc3ccccc3)cc2)c1	4.3	.	1.0	-36.6	85.9	82.3	-1.7	-1.4	.	16.3
Fc1ccc(Cc2nnc(-c3cccs3)o2)cc1	5.4	.	4.1	-7.7	88.1	92.3	-0.4	3.1	-20.0	-3.9
O=C(COC(=O)Cc1cn2ccsc2n1)NC12CC3CC(CC(C3)C1)C2	24.9	-1.0	-1.6	-69.9	105.3	99.9	0.1	2.0	1.6	-7.4
Nc1ccccc1C(=O)N=Nc1[nH]c(N)c2ccccc12	9.9	-4.1	1.6	-4.9	86.0	90.4	0.4	6.7	.	5.7
COc1ccc(CC(=O)NC(=S)Nc2ccc(S(N)(=O)=O)cc2)cc1	2.9	-12.4	4.0	-28.3	101.2	84.5	-0.6	-3.1	5.3	1.9
COC(=O)c1ccc(CSc2nnc(CNC(=O)c3ccc(OC)cc3)o2)o1	17.3	0.8	0.6	-32.1	94.9	93.5	-3.1	-2.5	-63.3	0.7
O=C(COC(=O)C1c2ccccc2Oc2ccccc21)Nc1ccc2c(c1)OCO2	5.9	-1.0	-1.9	-47.6	96.5	95.6	-0.5	3.2	-30.2	-22.9
N=C1/C(=C/c2cccn2-c2cccc([N+](=O)[O-])c2)C(=O)N=C2SC=CN12	5.1	-4.9	0.7	-29.0	30.9	27.1	0.6	2.5	.	-0.4
Cc1ccc(-c2nc3sc4c(c3c(=O)n2N)CC(C)(C)OC4)cc1	21.8	-0.7	1.3	-25.2	97.6	89.2	2.6	-16.8	21.1	-2.2

Screens deposited in PubChem by several laboratories.
